# Bioassay records from PubChem.
# TNAP inh hi DEA – TNAP (human) inhibition, high acceptor. P05186. purified TNAP, CDP-star luminescence, 1 M DEA. inhibition, % at 20 µM. actives 0.03% (n = 200,000);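 active = over 50% inhibition of tissue-nonspecific alkaline phosphatase at 20 µM in the single-dose screen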;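 note: plate controls were DMSO wells for no effect and EDTA-quenched wells as full inhibition for full effect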
# Target sequence (P05186 whole entry, looked up): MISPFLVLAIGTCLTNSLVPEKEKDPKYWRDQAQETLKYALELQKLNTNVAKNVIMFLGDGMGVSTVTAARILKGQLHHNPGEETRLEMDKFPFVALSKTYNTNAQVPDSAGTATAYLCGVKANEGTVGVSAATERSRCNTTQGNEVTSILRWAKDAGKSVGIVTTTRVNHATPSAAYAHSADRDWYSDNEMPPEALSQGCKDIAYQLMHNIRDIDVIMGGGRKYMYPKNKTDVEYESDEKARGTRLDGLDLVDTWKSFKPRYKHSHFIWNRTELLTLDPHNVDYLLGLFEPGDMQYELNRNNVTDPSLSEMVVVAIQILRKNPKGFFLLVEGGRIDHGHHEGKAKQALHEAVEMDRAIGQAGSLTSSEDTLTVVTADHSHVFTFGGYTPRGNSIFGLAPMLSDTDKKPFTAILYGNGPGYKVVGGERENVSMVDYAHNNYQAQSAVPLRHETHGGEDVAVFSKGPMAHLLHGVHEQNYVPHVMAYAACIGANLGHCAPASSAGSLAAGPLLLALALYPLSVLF
# TNAP inh no acc – inhibitors of human TNAP without phosphate acceptor. purified TNAP, CDP-star luminescence, 30 min. actives 0.26% (n = 200,000). AID 1012. inhibition, % at 20 µM. P05186;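 active = tissue-nonspecific alkaline phosphatase inhibition above about 50% at 20 µM in the single-dose screen, limit read from the data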;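 note: 0% = DMSO negative control and 100% = EDTA positive control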
# bIAP inhibitor – intestinal alkaline phosphatase (bovine) inhibition | purified bovine IAP, CDP-star luminescence, 30 min | inhibition, % at 20 µM | 190,000 tested, under 10 active;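 active = over 50% inhibition of intestinal alkaline phosphatase at 20 µM in the single-dose screen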
#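 System: purified bovine intestinal alkaline phosphatase (IAP) enzyme; Input: IAP diluted 1/65,000,000 in the well; Measured by: CDP-star luminescence signal; Compound dosing: 20 µM single dose; Incubation: 30 min reaction at room temperature.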
# bIAP act – intestinal alkaline phosphatase (bovine) activation. purified bovine IAP, CDP-star luminescence, 30 min; hits give high values; fold of DMSO-control signal, blank-subtracted. AID 1016. activation factor at 20 µM. actives 0.17% (n = 200,000);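 active = activation factor of 2 or more at 20 µM, a signal rise over negative controls twice the positive control's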
# PMI act satM6P – activators of human phosphomannose isomerase at near-saturating mannose 6-phosphate. actives 0.34% (n = 190,000). coupled PMI enzyme assay, resazurin fluorescence, 20 min; hits give high values; 1 = untreated enzyme, 0 = substrate-free blank. P34949. activation factor at 20 µM. AID 1216;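 active = activation factor of 2 or more at 20 µM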
# Target sequence (P34949 whole entry, looked up): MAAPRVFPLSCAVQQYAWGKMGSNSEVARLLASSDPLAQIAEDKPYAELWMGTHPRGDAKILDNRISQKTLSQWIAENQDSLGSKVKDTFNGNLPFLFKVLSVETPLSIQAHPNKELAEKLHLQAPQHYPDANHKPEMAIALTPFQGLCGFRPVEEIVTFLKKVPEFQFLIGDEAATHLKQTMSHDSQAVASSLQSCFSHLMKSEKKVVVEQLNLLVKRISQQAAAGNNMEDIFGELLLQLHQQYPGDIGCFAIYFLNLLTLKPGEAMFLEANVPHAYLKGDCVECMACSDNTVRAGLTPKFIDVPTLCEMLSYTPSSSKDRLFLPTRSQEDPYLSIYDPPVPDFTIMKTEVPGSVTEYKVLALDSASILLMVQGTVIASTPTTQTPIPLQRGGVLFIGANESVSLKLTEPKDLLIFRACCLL
#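 Test system: Human PMI in coupled enzyme assay | Input: 15 ng/mL PMI | Medium: HEPES-buffered pH 7.4 with magnesium and detergent | Compound: One concentration, 20 µM, in 1% DMSO | Incubation: Enzyme reaction with compound 20 min at room temperature | Detection: Diaphorase-driven resazurin-to-resorufin fluorescence, excitation 544, emission 590 nm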
# PMI act – activators of human phosphomannose isomerase | P34949 | purified human PMI, coupled resazurin fluorescence, 20 min; hits give high values; 1 = vehicle control, 0 substrate-free wells | activation factor at 20 µM | actives 0.005% (n = 190,000);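 active = activation factor of 2 or more at 20 µM, relative to plate controls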
# Diaph inh CS – inhibits diaphorase or chemically oxidizes, flagging diaphorase assay artifacts; inhibition, % at 20 µM; diaphorase resazurin-to-resorufin fluorescence, NADH, 16 min; bacterial (C. kluyveri) enzyme, not human; actives 0.69% (n = 190,000);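 active = primary screen inhibition at 20 µM above a set limit, cut at about 50% in these data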;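 note: plate controls were DMSO with full reaction for no effect and wells lacking NADH for full effect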
#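 Test system: bacterial diaphorase enzyme (C. kluyveri); Quantity: 0.14 U/mL diaphorase, enzyme working solution; Times: reaction incubation of 16 min at room temperature; Measured by: fluorescence of resorufin formed from resazurin, Ex 544/Em 590 nm; Benchmarks: positive control minus NADH, DMSO neutral control.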
# TNAP act hi DEA – activators of human TNAP at high phosphate acceptor concentration. P05186. purified TNAP, CDP-star luminescence, 1 M DEA, 30 min; hits give high values; 0 = EDTA background, 1 = DMSO-only activity. activation factor at 20 µM. 200,000 tested, under 10 active. AID 1136;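 active = activation factor at least 2 at 20 µM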
#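 Control set: EDTA negative control, DMSO positive control / Assay system: human TNAP / Quantity: TNAP 1/800 final / Evaluation: TNAP activation factor scaled between EDTA and DMSO control wells / Measured by: luminescent substrate turnover signal / Compound dosing: one dose, 20 µM / Times: 30 min enzyme reaction at room temperature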
# Lmaj promast – inhibitors of Leishmania major promastigote growth; AID 1063; Leishmania major promastigotes, resazurin fluorescence viability; inhibition, % at 10 µM; actives 9% (n = 200,000); in the data active = inhibition above about 50%;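 note: promastigotes grown with compound for 44 hours at 28 °C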
# Diaphorase act – activates diaphorase or chemically reduces, flagging diaphorase assay artifacts. Diaphorase/resazurin coupled assay, resorufin fluorescence, 16 min; hits give high values; 1 = vehicle wells, 0 = NADH-free wells. activation factor at 20 µM. actives 0.005% (n = 190,000). AID 1229;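 active = diaphorase activity raised at least twofold by the compound at 20 µM; inactive = activation factor below 2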
#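 Material: bacterial diaphorase enzyme (C. kluyveri); amount: enzyme 0.07 U/mL final; reagent: NADH substrate 0.114 mM plus resazurin dye 0.1 mM, final; doses: single compound dose of 20 µM, 1% DMSO final; timing: 16 min enzyme reaction, ambient temperature; measured by: fluorescence of resorufin, 544 nm excitation, 590 nm emission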
# * hit, by the source's call; . = not tested or not shown.
SMILES,TNAP inh hi DEA,TNAP inh no acc,bIAP inhibitor,bIAP act,PMI act satM6P,PMI act,Diaph inh CS,TNAP act hi DEA,Lmaj promast,Diaphorase act
C/C(CC(=O)Nc1cccc2c1CCCC2)=N\NC=O,-1.1,-1.9,-5.0,1.1,1,1,1.9,1,-5.7,1
Cc1nc2c(-c3ccc(F)cc3)c(C)nn2c(C)c1CCC(=O)N1CCN(c2ccccc2)CC1,-8.5,-14.5,2.3,1,0.9,0.9,34.6,1.1,1.1,0.7
CCOC(=O)C(=O)Nc1ccccc1C(=O)Nc1ccc(OC)cc1,-3.9,-10.6,-0.4,1,0.9,1,6.7,1,-5.8,0.9
COc1cccc(C(=O)Nc2cccc(SC)c2)c1,-9.6,-14.9,31.2,0.7,1,1,15.2,1.1,-0.8,0.8
O=C(CSc1nnc(-c2cccnc2)n1-c1ccccc1)Nc1ccc2c(c1)OCO2,-6.8,-13.6,7.8,0.9,1,0.9,14.9,1.1,-4.2,0.9
COC(=O)CSc1nnc(-c2cccnc2)n1-c1cc(OC)cc(OC)c1,-5.6,-10.2,7.9,0.9,1,1,7.4,1.1,-7.5,0.9
Cc1sc2nc(C(C)C)nc(SCC(=O)N3CCN(C(=O)c4ccco4)CC3)c2c1C,-7.8,-12.8,0.3,1,0.9,0.9,40.0,1.1,27.3,0.6
Cc1ccc(C)c(NC(=O)CN(C)C(=O)CCN2C(=O)c3ccccc3C2=O)c1,0.8,-6.1,-20.9,1.2,0.9,0.9,6.3,1,-2.8,0.9
Cc1n[nH]c(C)c1S(=O)(=O)N1CCCC(C(=O)Nc2nccs2)C1 (centres undefined),-2.3,34.0,2.5,1,0.9,1,13.5,1,1.1,0.9
O=C(CC1SCCNC1=O)Nc1cccc(Cl)c1 (centres undefined),-5.0,-13.1,8.3,0.9,1,1,11.1,1.1,-6.9,0.9
COc1cccc(CNC(=O)CCC2CCCN(C(=O)c3cccc4c(C)c(C)[nH]c34)C2)c1 (centres undefined),-0.5,-6.0,6.9,0.9,0.7,0.7,22.0,1,7.8,0.8
C/C(=N\Nc1cccc(C(=O)O)c1)c1cc2ccccc2o1,-0.1,-15.8,1.1,1,1.3,1.7,5.8,1,-15.1,0.9
CN(C)c1ccc(NC(=O)c2ccncc2)c2ccccc12,-1.1,-8.5,14.3,0.9,0.9,0.8,24.8,1,-4.4,0.8
Cc1ccc(C(=O)ONc2ccc(N=NC(=O)c3ccccc3O)cc2)cc1,14.8,24.2,34.2,0.7,1.1,1,54.2*,0.9,0.2,0.5
COC(=O)C1C2C=CC3(CN(c4ccc(Cl)c(F)c4)C(=O)C13)O2 (centres undefined),2.7,1.3,2.0,1,1,0.9,7.5,1,-3.7,0.9
S=C(Nc1ccc(Oc2ccccc2)cc1)N(CCCN1CCOCC1)Cc1ccccn1,0.2,-5.8,2.2,1,0.9,1,1.1,1,24.6,1
O=c1oc2ccc([N+](=O)[O-])cc2c(N2CCOCC2)c1[N+](=O)[O-],0.5,-1.9,-5.0,1.1,0.9,1.1,14.3,1,-10.9,0.9
Cc1ccccc1NC(=O)Cn1c([N+](=O)[O-])cnc1C,0.8,-12.9,5.1,0.9,1,0.9,2.6,1,-3.3,1
CC(C)C(NCc1c(Cl)cccc1Cl)C(=O)O (centres undefined),-5.0,-16.4,7.5,0.9,1.1,1,2.2,1.1,-3.9,1
O=C(O)CSCC(=O)Nc1cccc(C(F)(F)F)c1,-6.3,-11.4,14.1,0.9,1.1,1.1,8.0,1.1,-4.3,0.9

# Some of these compounds in order of the Diaphorase act value, rising:
SMILES | TNAP inh hi DEA | TNAP inh no acc | bIAP inhibitor | bIAP act | PMI act satM6P | PMI act | Diaph inh CS | TNAP act hi DEA | Diaphorase act
Cc1ccc(C(=O)ONc2ccc(N=NC(=O)c3ccccc3O)cc2)cc1 | 14.8 | 24.2 | 34.2 | 0.7 | 1.1 | 1 | 54.2* | 0.9 | 0.5
CN(C)c1ccc(NC(=O)c2ccncc2)c2ccccc12 | -1.1 | -8.5 | 14.3 | 0.9 | 0.9 | 0.8 | 24.8 | 1 | 0.8
O=c1oc2ccc([N+](=O)[O-])cc2c(N2CCOCC2)c1[N+](=O)[O-] | 0.5 | -1.9 | -5.0 | 1.1 | 0.9 | 1.1 | 14.3 | 1 | 0.9
S=C(Nc1ccc(Oc2ccccc2)cc1)N(CCCN1CCOCC1)Cc1ccccn1 | 0.2 | -5.8 | 2.2 | 1 | 0.9 | 1 | 1.1 | 1 | 1

# (cont.)
SMILES,TNAP inh hi DEA,TNAP inh no acc,bIAP inhibitor,bIAP act,PMI act satM6P,PMI act,Diaph inh CS,TNAP act hi DEA,Lmaj promast,Diaphorase act
NS(=O)(=O)c1ccc(CCNC(=O)CSc2nc3ccsc3c(=O)n2C2CC2)cc1,3.3,-8.5,9.8,0.9,1.2,1.1,-1.5,1,-2.4,1
CC(=O)Nc1ccc2c(c1)N(C(C)=O)c1ccccc1CC2,-5.9,-9.2,0.1,1,.,.,.,1.1,-6.3,.
C#CCNC(=O)C1=C[C@@H](c2ccc(Br)cc2)[C@H](CCCO)[C@@H](OCC)O1,-3.9,-7.5,-15.3,1.2,1.1,1,14.7,1,-2.1,0.9
O=C(COc1ccc(S(=O)(=O)NC2CCCC2)cc1)N1CCCCCC1,0.3,-7.1,7.7,0.9,1,1,9.4,1,-3.5,0.9
COCCn1c(Cc2ccccc2)nnc1SCC(=O)Nc1ccccc1,-5.2,-9.0,-5.4,1.1,1,1,9.0,1.1,-2.9,0.9
CCN(Cc1ccccc1)C(c1cccs1)c1nnnn1C1CCCCC1 (centres undefined),-3.5,-10.7,.,0.5,1,0.9,4.9,1,31.2,1
COc1ccc(OCC(=O)N/N=C/c2ccsc2)cc1,0.1,-12.0,16.2,0.8,0.8,0.9,23.5,1,-5.5,0.8
COc1cc2cc3c(N)c(C(=O)NCc4ccco4)sc3nc2cc1OC,-5.8,-7.7,0.2,1,1.1,1.3,31.2,1.1,80.5*,0.7
N#C/C(=C\c1ccc(OCc2ccccc2)cc1)C(N)=O,-2.6,-6.8,-7.4,1.1,1,1.1,-4.3,1,-7.4,1
COc1c(O)ccc(C2NC(=O)NC(C)=C2C(=O)Nc2ccccc2C)c1[N+](=O)[O-] (centres undefined),-0.9,-3.2,-22.5,1.2,0.5,0.8,21.7,1,-2.4,0.8
c1ccc(-c2oc3ncnc(NCCN4CCOCC4)c3c2-c2ccccc2)cc1,-2.4,5.3,-13.2,1.1,1.2,1,-0.9,1,98.0*,1
N#CCCCCN1c2cccc3cccc(c23)S1(=O)=O,0.7,-6.7,12.6,0.9,0.9,0.9,14.4,1,-1.3,0.9
O=c1c(C=Nc2ccc(Cl)cc2)c[nH]n1-c1cccc(Cl)n1,2.3,-0.3,4.4,1,1.1,1.1,2.5,1,-5.8,1
O=c1[nH]nc(CNc2ccc(O)cc2)c2ccccc12,-4.2,-8.7,24.4,0.8,0.8,0.7,27.9,1,-1.2,0.7
CCCc1cc(C(=O)Nc2sc(C(C)=O)c(C)c2C(=O)OCC)no1,-3.3,-7.2,3.2,1,1,1,2.6,1,-6.2,1
CC(=O)c1cccc(NC(=O)CN2C(=O)C3C4C=CC(C4)C3C2=O)c1 (centres undefined),-3.8,-8.2,-4.6,1,1.1,1.1,-6.6,1,-5.0,1.1
CCCCNC(=O)NS(=O)(=O)c1ccc(C(=O)OC)o1,1.9,4.6,-0.1,1,1,1,7.3,1,-4.8,0.9
CCCOc1cc(C)c(Cl)cc1S(=O)(=O)N(CC)CC,-3.1,-8.0,-0.4,1,1,1,8.1,1,6.3,0.9
OCCOCCNc1ncnc2c1cnn2-c1ccccc1,-1.4,-5.1,6.1,0.9,1.1,1.1,6.7,1,4.3,0.9
CC(=O)Nc1ccc(NC(=O)c2ccccc2F)cc1,-5.9,-15.1,9.2,0.9,0.9,1,8.2,1.1,4.2,0.9
CCOC(=O)c1cnc(-n2nc(C)cc2C)nc1NC,1.5,2.3,-7.0,1.1,0.8,0.8,9.4,1,1.1,0.9
O=C(COc1ccc(NC(=O)c2ccccc2[N+](=O)[O-])cc1)c1ccc(F)cc1,-5.6,-9.5,-0.4,1,0.9,1,18.5,1.1,-3.7,0.8
CCNC(=O)C1CC(=O)N(Cc2ccc(F)cc2)C(=Nc2ccc(OC)cc2)S1 (centres undefined),-9.5,-10.6,6.7,0.9,0.9,1,16.7,1.1,-4.0,0.8
COc1ccccc1/C=C/C1C(C(=O)OCC(C)C)=C(C)N=C2SCCC(=O)N21 (centres undefined),-2.7,21.2,-20.8,1.2,0.9,0.9,23.5,1,13.4,0.8
O=C(Nc1ccc2c(c1)OCO2)N1CCC(CO)(CC2CCCCO2)CC1 (centres undefined),-5.2,-8.8,-4.0,1,0.8,0.9,17.1,1.1,-0.7,0.8
COC(=O)c1cc(NC(=O)c2ccc(C)cc2)c(=O)oc1C,1.7,0.4,-14.2,1.1,1.4,1.5,-0.1,1,-2.9,1
Cc1ccc(CNC(=O)CCC2CCCN(Cc3cccc4ncccc34)C2)o1 (centres undefined),2.4,-3.6,-5.3,1.1,.,.,.,1,2.4,.
O=[N+]([O-])c1cccc(-n2nnnc2CN2CCCC2)c1,-4.6,-14.2,-1.6,1,1.1,1.2,6.4,1,-1.7,0.9
CCS(=O)(=O)N1CCN(S(=O)(=O)c2ccc(F)cc2)CC1,-0.1,-7.0,-7.9,1.1,1,1,6.2,1,-4.1,0.9
Cc1cccc(NC(=S)NC2CCCC2)c1,-2.9,-1.1,-9.3,1.1,1.1,0.9,-2.4,1,32.8,1
COc1ccc(Br)cc1S(=O)(=O)N1CCCC1,1.3,-3.7,25.5,0.7,1,1,4.3,1,1.8,1
N#CCC(=N)N1CCN(c2ccc(Cl)cc2)CC1,-1.7,-13.0,12.0,0.9,0.9,0.9,-2.7,1,-4.7,1
Cc1cccc(NC(=O)CSc2nc(-c3ccccc3)c(C#N)c(=O)[nH]2)c1C,-2.8,-9.9,9.1,0.9,1,1,2.8,1,-11.0,1
O=C(CSc1nnc2ccccn12)Nc1ccc2c(c1)OCO2,-7.9,-15.8,-10.6,1.1,0.9,1,11.5,1.1,-1.2,0.9
COC(=O)C1=C(C)N(c2ccc(S(N)(=O)=O)cc2)C(=O)C1,1.8,-3.4,1.5,1,0.9,1,17.8,1,-1.4,0.8
O=C(NCc1n[nH]c(=S)n1Cc1ccccc1)c1ccccc1,-3.3,17.8,19.9,0.8,1.2,1.2,-22.8,1,-10.3,1.2
CC(C)CN1CCN(Cc2cnc(N3CCOCC3)s2)CC1CCO (centres undefined),-8.4,-13.1,2.2,1,1,1.1,15.4,1.1,-7.4,0.8
